# High-throughput results: PubChem BioAssay, The Scripps Research Institute Molecular Screening Center
# TEAD-YAP inh = TEAD-YAP interaction inhibition; inhibition, % at 9.12 µM; HEK-TIYL cells, TEAD-Gal4/YAP UAS-luciferase luminescence; 1.4% of 640,000 active; AID 1259422; in the data active means inhibition above about 32%;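 further: 0% = median of test compound wells and 100% = reference inhibitor wells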
# MITF inh = blocks human microphthalmia-associated transcription factor; O75030; AlphaScreen MITF homodimerization, bead proximity signal; inhibition, % at 2.6 µM; 0.91% of 650,000 active; AID 1259374; in the data active means inhibition above about 50%;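 further: 0% = vehicle wells with protein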
# FBW7 act = human FBW7 E3 ligase activation, primary screen | normalized activity (activation), % at 26.1 µM | 0.13% of 650,000 active | Q969H0 | AlphaScreen FBW7–phospho-cyclin E peptide binding, activator screen; in the data active means normalized activity above about 1.9%;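 further: purified mutant Fbw7 with reduced substrate affinity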
# Target sequence (Q969H0 whole entry, looked up): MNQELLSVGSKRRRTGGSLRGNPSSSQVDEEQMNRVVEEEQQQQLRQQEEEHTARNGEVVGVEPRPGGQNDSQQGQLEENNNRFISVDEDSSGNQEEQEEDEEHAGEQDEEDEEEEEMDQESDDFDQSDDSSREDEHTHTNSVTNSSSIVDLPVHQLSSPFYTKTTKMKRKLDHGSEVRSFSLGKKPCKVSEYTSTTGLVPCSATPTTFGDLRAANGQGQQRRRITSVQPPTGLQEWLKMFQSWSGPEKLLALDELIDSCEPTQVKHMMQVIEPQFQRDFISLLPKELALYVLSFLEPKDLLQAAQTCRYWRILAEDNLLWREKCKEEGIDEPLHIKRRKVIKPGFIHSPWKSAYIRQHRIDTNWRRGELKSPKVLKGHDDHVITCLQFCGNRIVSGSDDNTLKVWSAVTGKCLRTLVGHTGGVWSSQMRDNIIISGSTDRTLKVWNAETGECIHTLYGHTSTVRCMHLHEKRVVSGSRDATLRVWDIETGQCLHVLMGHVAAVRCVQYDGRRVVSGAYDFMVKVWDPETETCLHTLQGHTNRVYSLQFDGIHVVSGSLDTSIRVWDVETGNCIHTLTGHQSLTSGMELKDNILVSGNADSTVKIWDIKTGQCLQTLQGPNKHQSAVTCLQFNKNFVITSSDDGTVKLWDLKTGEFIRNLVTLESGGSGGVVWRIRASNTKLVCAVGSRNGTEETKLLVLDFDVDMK
# GPR151 ag = activates the human receptor GPR151; activation, % at 11.2 µM; Q8TDV0; AID 1508602; PathHunter beta-arrestin GPR151 cells, luminescence; 1% of 650,000 active; in the data active means activation above about 4.9%;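 further: 0% = median of compound wells and 100% = cells with positive control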
# Target sequence (Q8TDV0 whole entry, looked up): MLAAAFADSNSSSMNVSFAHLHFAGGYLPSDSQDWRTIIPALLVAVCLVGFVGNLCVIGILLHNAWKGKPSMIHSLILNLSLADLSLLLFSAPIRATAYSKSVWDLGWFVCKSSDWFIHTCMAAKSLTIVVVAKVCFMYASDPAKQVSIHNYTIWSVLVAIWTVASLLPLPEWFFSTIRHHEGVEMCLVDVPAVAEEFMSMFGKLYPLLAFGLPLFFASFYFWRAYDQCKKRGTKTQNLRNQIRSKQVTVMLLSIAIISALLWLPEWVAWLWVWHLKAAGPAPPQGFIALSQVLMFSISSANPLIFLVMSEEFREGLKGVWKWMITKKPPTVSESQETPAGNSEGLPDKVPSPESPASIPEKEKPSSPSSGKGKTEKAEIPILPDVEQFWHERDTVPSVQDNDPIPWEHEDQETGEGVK
# An asterisk follows results filed as active; . = not tested or not shown; & = joins results of further samples.
# The first six compounds as a preview:
Structure | TEAD-YAP inh | MITF inh | FBW7 act | GPR151 ag
O=C(CSc1nc2ccccc2c(=O)n1Cc1cccs1)Nc1cccc(C(F)(F)F)c1 | -5 | 3 | 0.0 | 0.8
O=c1oc2ccccc2cc1-c1nnc(-c2cccc(Br)c2)o1 | -1 | 14 | 0.6 | -1.1
O=C(Nc1ccc(C(F)(F)F)cc1)C1CCCN1/C=C/C(=O)C(F)(F)F (configuration not stated) | 6 | 0 | 0.0 | -1.8
COc1ccc(C(=O)Nc2nncs2)cc1 | -41 | 0 | -0.2 | -1.4
COc1cccc(C2C3CN(C)CC=C3C(C#N)=C(N)C2(C#N)C#N)c1OC (configuration not stated) | 3 | 12 | 0.2 | 0.2
S=c1n(CN2CCN(c3ncccn3)CC2)nc(-c2ccco2)n1-c1ccccc1 | 3 | -18 | 0.1 | -1.5

# The whole of this part, repeating the preview:
Structure | TEAD-YAP inh | MITF inh | FBW7 act | GPR151 ag
O=C(CSc1nc2ccccc2c(=O)n1Cc1cccs1)Nc1cccc(C(F)(F)F)c1 | -5 | 3 | 0.0 | 0.8
O=c1oc2ccccc2cc1-c1nnc(-c2cccc(Br)c2)o1 | -1 | 14 | 0.6 | -1.1
O=C(Nc1ccc(C(F)(F)F)cc1)C1CCCN1/C=C/C(=O)C(F)(F)F (configuration not stated) | 6 | 0 | 0.0 | -1.8
COc1ccc(C(=O)Nc2nncs2)cc1 | -41 | 0 | -0.2 | -1.4
COc1cccc(C2C3CN(C)CC=C3C(C#N)=C(N)C2(C#N)C#N)c1OC (configuration not stated) | 3 | 12 | 0.2 | 0.2
S=c1n(CN2CCN(c3ncccn3)CC2)nc(-c2ccco2)n1-c1ccccc1 | 3 | -18 | 0.1 | -1.5
COc1ccc(Nc2nc(NCCN3CCOCC3)nc3c2cnn3C)cc1 | -8 | 16 | 0.0 | -1.0
COc1ccc(-c2[nH]nc3c2C(c2ccc(OCc4ccccc4F)cc2)C(C#N)=C(N)O3)cc1 (configuration not stated) | -34 | 4 | -0.2 | -0.5
CS(=O)(=O)c1ccc2nc(NC(=O)c3ccc(C(=O)c4ccccc4)cc3)sc2c1 | -8 | 1 | -0.1 | 2.1
Cc1csc(NC(=O)CCC(=O)O)n1 | -1 | 2 | 0.2 | -0.8
CCN1C(=O)c2ccc(C(=O)Nc3cccnc3)cc2C1=O | 5 | -9 | -0.1 | -0.2
CC1(C)CC(=O)C2=C(C1)Nc1ccccc1NC2c1cc(Br)ccc1O (configuration not stated) | 12 | 8 | 0.1 | -0.4
COc1ccc(C(=O)/C=C/Nc2ccc(F)cc2F)cc1 | -33 | 17 | 0.6 | -0.7
O=C(NCc1nc(-c2ccccc2)no1)c1ccccc1-c1ccccc1 | 5 | 7 | 0.3 | 0.0
CC(O)CNCCNc1c(Cl)cccc1[N+](=O)[O-] (configuration not stated) | 11 | 16 | 0.0 | -0.9
CC(=O)Nc1ccc(NC(=O)C(C)Sc2nnc(N)s2)cc1 (configuration not stated) | 4 | -7 | -0.1 | -0.5
CC(=O)Nc1ccc(Nc2nccn3c(-c4cccc5ccccc45)cnc23)cc1 | 11 | -14 | 0.0 | 0.0
CCC(C)(C)NC(=O)C1CCCN1C(=O)NC1CCCCC1 (configuration not stated) | -1 | -3 | -0.4 | 0.5
O=C(CN(c1cc(C(F)(F)F)ccc1Cl)S(=O)(=O)c1ccccc1)Nc1ccc2c(c1)OCO2 | -2 | 3 | 0.1 | 4.3
Cc1nc2cnc(-c3cccc(N)c3)cn2c1NC(=O)c1ccc(F)c(Cl)c1 | 8 | 16 | 0.1 | 2.0

# Complete entries from above. Order of values: TEAD-YAP inh, MITF inh, FBW7 act, GPR151 ag
# Results for CS(=O)(=O)c1ccc2nc(NC(=O)c3ccc(C(=O)c4ccccc4)cc3)sc2c1 : -8, 1, -0.1, 2.1
# Results for CC(=O)Nc1ccc(NC(=O)C(C)Sc2nnc(N)s2)cc1 (configuration not stated) : 4, -7, -0.1, -0.5

# The list goes on.
Structure | TEAD-YAP inh | MITF inh | FBW7 act | GPR151 ag
CC1(C)CC(=O)C2=C(C1)N(c1c(F)cccc1F)C(N)=C(C#N)C2c1ccc(C(F)(F)F)cc1 (configuration not stated) | -1 | -5 | -0.1 | 0.4
Cc1ccc(C)c(NC(=O)COc2ccc(F)cc2)c1 | -47 | 8 | 0.0 | -1.0
CCCNC(=O)c1csc(Nc2ccc(N3CCOCC3)cc2)n1 | 3 | 7 | -0.1 | 0.8
CCOC(=O)c1c(NC(=O)CSc2nnc(CNC(=O)c3ccco3)n2C)sc2c1CCC2 | -18 | -4 | -0.2 | 3.1
Cc1sc2[nH]c(=S)n(-c3ccccc3)c(=O)c2c1-c1ccc(F)cc1 | 0 | 6 | 0.9 | 1.4
Cc1cccn2c(=O)c3cc(C(=O)NCCc4ccc(S(N)(=O)=O)cc4)sc3nc12 | 4 | -12 | 0.0 | 0.6
CC(C)(C)c1cc(/C=C2\C(=O)N(c3nc4ccccc4s3)N=C2CSc2ccc(Cl)cc2)cc(C(C)(C)C)c1O | 9 | 12 | 0.1 | 0.4
C=CCn1c2ccccc2c2nnc(SCC(=O)OC)nc21 | -4 | 3 | -0.3 | 0.3
COC(=O)c1ccc(C2CC(=O)N3C(=C2C#N)SCC3(O)c2ccc(Cl)cc2)cc1 (configuration not stated) | -5 | -3 | -0.1 | 0.6
Cc1ccc(-c2csc(N3CCC(C(N)=O)(N4CCCCC4)CC3)n2)cc1 | -5 | 0 | 0.2 | -0.6
C=CCOc1sc2nc(-c3ccc(OC)c(Br)c3)cn2c1C | -9 | -2 | 0.3 | 1.0
CC(C)NC(=O)c1cc2nc(-c3ccc4c(c3)OCO4)cc(C(F)(F)F)n2n1 | 4 | 0 | -0.1 | -0.1
COP(=O)(OC)C(Nc1ccc([N+](=O)[O-])cc1)c1c[nH]c2ccccc12 (configuration not stated) | 4 | 7 | 0.1 | 0.3
Cc1cc(NC(=O)C2CCCCC2)ncc1NC(=O)Cc1ccccc1 | 4 | 19 | -0.1 | -1.4
Cc1c(C)n(C(=O)CCl)c2ccccc12 | -6 | -5 | 0.0 | 0.6
CC(C)c1nnc2n1CCN(Cc1cccc(OCCO)c1)CC2 | 11 | 3 | -0.1 | 2.4
O=C(Cc1ccsc1)OCc1nc2ccccc2s1 | -2 | -12 | 0.3 | 1.6
Cc1ccccc1-n1nc2c(c1NC(=O)CC13CC4CC(CC(C4)C1)C3)CSC2 | -1 | -9 | 0.1 | 1.7
Cc1ccc(/C=N/NC(=O)CCCC(=O)N/N=C/c2ccc(C)o2)o1 | 5 | -15 | -0.2 | 0.6
COc1ccc(/C=C/C(=O)Nc2ccc(F)cc2)cc1 | -66 | 9 | 0.3 | -5.5
COCc1c(C(=O)OCC(=O)c2ccc(Br)s2)oc2ccccc12 | 0 | -7 | 0.3 | 0.4
COc1ccc(CCNc2nc(SCC(=O)NCc3ccc(C)cc3)nc3ccccc23)cc1OC | -2 | 0 | -0.1 | -0.6
O=C(c1ccco1)N1CCOc2ccc(CN3CCN(CCO)CC3)cc2C1 | 9 | -5 | 0.2 | -0.5
Cc1nc2ccccc2n1CC(=O)N[C@H](Cn1nc(-c2cccs2)ccc1=O)C(C)C | 1 | 20 | 0.1 | -0.3
COc1cc(C(=O)NNC(=O)c2ccccc2Br)cc(OC)c1OC | -1 | 7 | 0.7 | 0.0
CC(=O)c1cc(C#N)c(SCC(=O)Nc2cccc(C)c2)nc1C | 11 | 11 | 0.2 | 2.3
O=C(CSc1nnc2c(n1)[nH]c1ccccc12)Nc1ncc(C(F)(F)F)cc1Cl | -13 | -3 | -0.1 | -0.9
Cc1cc(C)n(CC(O)COc2ccc([N+](=O)[O-])cc2)n1 (configuration not stated) | 0 | -13 | 0.1 | 0.4
O=C(NNC(=O)c1n[nH]c(=O)c2ccccc12)c1ccccc1-c1nc2ccccc2s1 | 7 | 3 | 0.0 | -0.1
COc1ccc(NC(=O)CNC(=O)c2ccc(F)cc2)cc1 | -9 | 11 | -0.1 | 1.4
COc1ccccc1Cc1noc(-c2ccc(C(C)(C)C)cc2)n1 | -6 | -18 | 0.0 | 3.6
CC(Cl)C(=O)Nc1ccc([N+](=O)[O-])cc1C(F)(F)F (configuration not stated) | 10 | 7 | 0.2 | 1.2
CCn1c(SCC(=O)c2ccccc2F)nnc1C1CC1 | -32 | -17 | 0.1 | -0.3
COc1cc2nc(CN3CCN(c4ccc([N+](=O)[O-])cc4)CC3)[nH]c(=O)c2cc1OC | 0 | 11 | 0.0 | 1.3
CCOC(=O)c1[nH]c(C)c(C(=O)Nc2ccc(F)c(F)c2)c1C | -8 | 12 | 0.8 | -0.5
COc1ccc(CC(=O)O/N=C(\N)Cc2ccc(Cl)c(Cl)c2)cc1OC | 12 | 8 | 1.1 | -0.4
COc1cccc(CCc2nnc(CCC(=O)NC(C)c3c(C)nn(C)c3C)o2)c1 (configuration not stated) | -6 | -2 | -0.1 | -0.6
CC(=O)Nc1ccc(Nc2cc(-c3c(C)noc3C)nc(N)n2)cc1 | -13 | 7 | 0.0 | -1.7
COc1ccc2cc(S(=O)(=O)c3ccc(C(C)C)cc3)c(=O)oc2c1 | 13 | 0 | 0.1 | -1.2
CCS(=O)(=O)c1ccc2oc(=O)c(/C=C(\O)c3ccc(F)cc3)nc2c1 | -28 | -1 | -0.1 | -1.9
Nc1nc2c(o1)C1=C(C(=O)CCC1)C2c1ccc(OCc2ccccc2)cc1 (configuration not stated) | 4 | 17 | -0.1 | 0.0
O=[N+]([O-])c1ccc(-c2ccc(CO)o2)cc1 | 5 | -2 | 0.2 | 1.9
CC(C)n1cnc2c(NCc3cccc(C(F)(F)F)c3)nc(Nc3ccc(N4CCOCC4)cc3)nc21 | -7&-18 | 12&3 | -0.4&0.1 | 2.8&-1.3
CC12c3ccccc3C(c3ccccc31)C1C(=O)N(c3ccncc3)C(=O)C12 (configuration not stated) | -2 | -7 | -0.1 | 0.7
COc1ccc(CNc2ccnc3c(-c4cncnc4)cnn23)cc1 | 44* | 15 | -0.8 | 1.8
O=C(c1cccs1)N(CCN1CCOCC1)c1nc2ccccc2s1 | -6 | 1 | -0.1 | 2.0
COc1ccc(O)c(C2NC(=O)NC(C)=C2C(=O)OC(C)C)c1 (configuration not stated) | -14 | 3 | 0.0 | -0.4
CCN1CCCC1CN1C(=O)C2C(C(=O)Nc3ccc(C)c(Cl)c3)C3C=CC2(O3)C1C(=O)NC1CCCCC1 (configuration not stated) | -5 | -5 | -0.1 | 1.2
COc1ccc(-c2cc(C(=O)N(C)CCc3ccccn3)cc(-n3cnnn3)c2)cc1OC | -1 | 14 | -0.1 | -1.4
OCCC1CN(Cc2cccn2-c2ncccn2)CCN1Cc1ccc(F)cc1 (configuration not stated) | 7 | 19 | 0.1 | 0.0
CCOC(=O)c1ccccc1NC(=O)COC(=O)[C@H](C)NC(=O)c1ccco1 | 11 | 4 | 0.1 | -0.7
CCc1ccc(NC(=O)CSc2nc3ccccc3c(=O)n2Cc2ccco2)cc1 | 5 | 11 | 0.0 | -0.7
CCOC(=O)N1CCc2c(sc(NCc3ccc(OCC)cc3)c2C(=O)Nc2ccccc2OCC)C1 | 8 | 3 | -0.2 | -0.5
Fc1ccc(Nc2ncnc3c2cnn3-c2ccccc2)c(F)c1 | -63 | 20 | 0.6 | 0.5
CCOC(=O)c1cnc2c(C)c(C)ccc2c1NCCCN(C)C | 82* | -9 | -0.1 | -1.0
O=C(/C=C\c1cccc(N2C(=O)C3C4C=CC(C4)C3C2=O)c1)NC1CCCCC1 (configuration not stated) | -12 | -4 | -0.2 | 3.7
CCOc1cc(C2C(C(=O)OC)=CN(C)C=C2C(=O)OC)ccc1O | -2 | 10 | 1.4 | 3.2
CN1CCc2cccc3c2[C@H]1Cc1ccc(O)c(O)c1-3 | . | 13&-6 | -0.2&-0.2 | 0.0&-0.4
O=C(c1nc2sccn2c1CNCCC1COc2ccccc2O1)N1CCCC1 (configuration not stated) | 10 | 8 | 0.1 | 1.1
COc1ccc(-c2nnc3ccc(SCC(=O)NCC4CCCO4)nn23)cc1OC (configuration not stated) | -15 | -9 | 0.0 | 0.5

# (continued)
Structure | TEAD-YAP inh | MITF inh | FBW7 act | GPR151 ag
O=C(N/N=C/c1ccc(N2CCCC2)c([N+](=O)[O-])c1)c1cccs1 | -52 | 2 | -0.1 | 2.0
COCCNc1nnc(SCc2nc3ccccc3nc2C)s1 | -2 | 5 | -0.1 | -1.4
O=C(c1ccc(Nc2nccc(-c3ccc4c(=O)[nH]c(C5CC5)nc4c3)n2)cc1)N1CCCC1 | -6 | 3 | 0.6 | -0.9
COc1ccc(CN2CCN(Cc3ccc(F)cc3)CC2)c(OC)c1 | 0 | 81* | -0.1 | -0.2
CCCCN(CC)C(=O)c1ccc(OC)c([N+](=O)[O-])c1 | 14 | 2 | -0.1 | -0.9
O=S(=O)(c1ccc(F)cc1)N1CCCCCC1 | -8 | 4 | -0.1 | 1.1
CCOC(=O)c1c(NC(=O)C(C)Oc2ccccc2Br)sc(C)c1C (configuration not stated) | 8 | 8 | 0.0 | -0.5
Cc1cc(C#N)c(C)n1-c1cc(S(=O)(=O)N2CCOCC2)ccc1N1CCCC1 | -10 | 17 | 0.1 | -0.2
CN1C(=O)/C(=C\c2ccc(Sc3nccn3C)c([N+](=O)[O-])c2)c2ccccc21 | -3 | -3 | -0.2 | -0.4
CC(C)N(C(=O)COC(=O)c1c(F)cccc1F)c1ccccc1 | 2 | -1 | -0.1 | 0.8
CCOC(=O)c1oc2ccccc2c1NC(=O)C1COc2ccccc2O1 (configuration not stated) | 10 | 0 | 0.1 | 5.5*
